# Bioassay records deposited in PubChem by National Center for Advancing Translational Sciences (NCATS).
# Mito fusion yeast – mitochondrial division inhibition or fusion activation; S. cerevisiae fusion-defective mutant growth rescue, CellTiterGlo 48 h; Potency, µM (highest dose often 46.1 µM), for the others: top-dose growth rescue (activation), hits mostly activators; hit rate 0.23% among 320,000; AID 485298;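 further: potency means the concentration at half of the fitted maximal effect; % of control where 0% means no effect; nearly all actives have a fitted effect of over 45% in size; temperature-sensitive fusion mutants such as fzo1-1 at 37 °C on non-fermentable ethanol glycerol medium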
#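 Yeast fusion mutant, YPEG (non-fermentable carbon), compound, 48 h at 37C non-permissive; CellTiterGlo added, 10 min RT, luminescence read. Rescued growth = division inhibition.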
# AT treatment – potential ataxia-telangiectasia treatments restoring KAP-1 phosphorylation; […] A-T fibroblasts, KAP-1 phosphorylation AlphaLISA; neocarzinostatin DNA damage 30 min before lysis; Potency, µM (top dose mostly 57.5 µM), for inactives: at the top dose activation, most hits filed as activators; hit rate 0.19% among 320,000; AID 485349; further: potency means the concentration at half of the fitted maximal effect; % of control where 0% means no effect; nearly all actives have a fitted effect of over 45% in size
#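 ATM-like activity read as KAP-1 phosphorylation via AlphaLISA donor/acceptor antibody pairs after lysis and 6 hr at 25C. Cells were ATM-null patient fibroblasts ([…], hTERT), dosed 60 min, then exposed to the DSB inducer NCS for 30 min.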
# PTAP TSG101 blk – blocks PTAP/TSG101 interaction to inhibit HIV-1 budding | Fluorescence polarization, FITC-PTAP peptide / Tsg101 binding | Potency, µM (top dose mostly 115 µM), without a hit: at the top dose activity change, negative = inhibition, most hits filed as inhibitors | 340,000 tested, under 10 active | AID 493005; active means well fitted inhibition curve with a large enough effect in the main read-out, with a control signal flat, not every such curve was filed as active; inconclusive means small, poorly fitted or top-dose-only effect, or effect the other way, or a change in a side signal; inactive means no such curve, though single readings can be large or run the other way; further: potency means the concentration at half of the fitted maximal effect; % of control where 0% means no effect
#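 Fluorescence anisotropy tracks displacement of a FITC-tagged PTAP peptide (50 nM) from the Tsg101 binding domain (10 uM), following a 20 min room-temperature incubation at pH 7.5.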
# TCR activator – activates T cell receptor signaling; primary human leukocytes, anti-CD3, IL-2 HTRF, 48 h; Potency, µM (titrated, usually from 9.22 µM), without a hit: at the top dose activation of IL-2 secretion, hits mostly activators; 330,000 tested, under 10 active; AID 504894; further: % of control where 0% means no effect
#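 Primary human leukocytes were stimulated with a-CD3 beads plus compounds for 48 hr without co-stimulation; secreted IL-2 was quantified by HTRF using a-IL-2-K (europium cryptate) and a-IL-2-d2, excited at 320nm with acceptor emission read at 665nm.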
# a7 integrin act – activates integrin-mediated alleviation for muscular dystrophy. alpha7betagal myoblasts, beta-gal FDG fluorescence, 48 h. hit rate 0.064% among 350,000. Potency, µM (titrated, usually from 38.3 µM), inactives show at the highest dose activation, actives largely listed as activators;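 further: potency means the concentration at half of the fitted maximal effect; 100% = response of the positive control SU9516; nearly all actives have a fitted effect of over 60% in size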
#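 Alpha7betagal+/- myoblasts (passage 13) were plated 16-24 hr, then exposed to compounds (1:260 dilution of DMSO stock) for 48 hours at 37C. After MPER lysis, β-galactosidase reporter activity was read as FDG fluorescence (ex 480/em 540) after 30 minutes.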
# Eya2 phos inh – blocks the phosphatase activity of human Eya2; Potency, µM (series often up to 76.9 µM), inactives show at the top dose activity, negative = inhibition, most hits filed as inhibitors; hit rate 0.006% among 330,000; O00167; recombinant Eya2, OMFP fluorescence dephosphorylation (OMFP is methylfluorescein phosphate); further: potency means the concentration at half of the fitted maximal effect; on the % scale 0 is the no-effect control and ±100 the full control effect
#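 Eya2 protein (added as 0.2 uM solution) was preincubated with compound for 10 min at ambient temperature in 50 mM HEPES pH 7.5, 50 mM NaCl, 5 uM MgCl2, 0.05% BSA, 1 mM DTT. OMFP (added at 50 uM) then reacted 10 min; fluorescence read at 485/525 nm.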
# TSHR antagonist – blocks TSH signaling through the human TSH receptor | P16473 | hit rate 0.2% among 330,000 | TSHR-expressing cells, TSH-stimulated cAMP HTRF, 2 h; stronger effect = lower value | activity change, negative = inhibition, % at 11.5 µM;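 active means activity change below a set negative limit, meaning inhibition stronger than a set level, cut at about -70% in these data; inconclusive means activity change between two set negative limits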; further: on the % scale 0 is the no-effect control and ±100 the full control effect
# Target sequence (P16473 whole entry, looked up): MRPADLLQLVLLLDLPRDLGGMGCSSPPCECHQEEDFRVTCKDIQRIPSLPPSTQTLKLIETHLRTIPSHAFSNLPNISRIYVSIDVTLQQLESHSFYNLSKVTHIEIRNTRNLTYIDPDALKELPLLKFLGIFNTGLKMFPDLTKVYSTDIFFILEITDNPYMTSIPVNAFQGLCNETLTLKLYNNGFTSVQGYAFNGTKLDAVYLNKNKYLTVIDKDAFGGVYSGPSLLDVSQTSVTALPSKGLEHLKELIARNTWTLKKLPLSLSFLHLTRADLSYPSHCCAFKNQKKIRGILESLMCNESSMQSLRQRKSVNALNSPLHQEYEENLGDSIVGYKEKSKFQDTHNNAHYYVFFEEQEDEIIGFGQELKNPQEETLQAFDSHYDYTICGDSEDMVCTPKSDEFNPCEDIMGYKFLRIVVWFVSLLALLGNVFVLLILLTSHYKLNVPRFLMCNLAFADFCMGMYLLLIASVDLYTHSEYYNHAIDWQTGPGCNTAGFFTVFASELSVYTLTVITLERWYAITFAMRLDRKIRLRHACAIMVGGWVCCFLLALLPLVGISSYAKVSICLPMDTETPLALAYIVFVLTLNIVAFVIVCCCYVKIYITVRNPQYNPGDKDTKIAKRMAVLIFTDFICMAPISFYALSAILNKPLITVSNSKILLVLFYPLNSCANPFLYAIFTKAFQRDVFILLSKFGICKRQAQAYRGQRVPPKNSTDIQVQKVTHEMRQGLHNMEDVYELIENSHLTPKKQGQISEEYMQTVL
#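 Antagonism was scored as loss of TSH-driven cAMP in TSHR cells, stimulated with 4nM TSH (EC80) for 2 hours at 37 deg C and detected by homogeneous HTRF competition immunoassay.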
# S-ASM inh – blocks human secretory acid sphingomyelinase | P17405 | placental ASM, HMU-PC fluorogenic substrate, 60 min | Potency, µM (highest dose often 57.5 µM), without a hit: top-dose activity change, negative = inhibition, actives largely listed as inhibitors | hit rate 0.006% among 340,000 | AID 504937; further: potency means the concentration at half of the fitted maximal effect
#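 HMU-PC0 cleavage (9 uM final) by human placental ASM, 60 min at 37 °C following 10 min compound exposure at RT; stopped at pH 10, fluorescence Ex 386/Em 447 nm.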
# Chronic BCR inh – blocks chronic active B-cell receptor signaling. ABC-DLBCL IkBa-CBG/CBR reporter, luminescence ratio, 4 h. Potency, µM (series often up to 46.1 µM), for inactives: at the top dose ratio change, negative = lower green/red ratio, usual class: inhibitors. hit rate 0.05% among 340,000; active means well fitted inhibition curve with a large enough effect in the signal ratio, with a control signal flat, not every such curve was filed as active; inconclusive means small, poorly fitted or top-dose-only effect, or effect the other way, or a change in a side signal; the % refers to the signal ratio;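 further: potency means the concentration at half of the fitted maximal effect; plate controls were basal doxycycline-induced cells for no effect and cells given 10 µM MG132 for full effect; MG132 reads +100%, hits lower the ratio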
#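 TMD8 ABC-DLBCL cells carrying doxycycline-inducible green luciferase fused to IkappaBalpha plus unfused red luciferase were exposed to compounds (up to 46 uM) for 4 hrs at 37C. Activity came from the overlap-corrected green/red luminescence ratio.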
# ELG1 DNA repair – inhibitors of ELG1-dependent DNA repair in HEK293T cells; HEK293T ELG1-luciferase reporter, luminescence, 16 h; DNA damage induced by 5-fluorouridine; hit rate 2.3% among 330,000; Potency, µM (series often up to 46.1 µM), for inactives: top-dose activity change, negative = inhibition, most hits filed as inhibitors; further: potency means the concentration at half of the fitted maximal effect; on the % scale 0 is the no-effect control and ±100 the full control effect; nearly all actives have a fitted effect of over 55% in size
#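 Cells (2,000 per well) received 5-fluorouridine plus test compound or DMSO and were incubated 16 hr at 37 °C, 5% CO2. Luciferase activity was read by luminescence 30 min after ONE-Glo addition; signal suppression marked inhibition of damage-induced ELG1 function.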
# Tb PFK block – inhibitors of T. brucei phosphofructokinase; O15648; T. brucei PFK, ADP-Glo luminescence; Potency, µM (series often up to 57.5 µM), without a hit: at the highest dose activity, negative = inhibition, usual class: inhibitors; hit rate 0.17% among 330,000; AID 485367;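 further: potency means the concentration at half of the fitted maximal effect; 0% = uninhibited 1x PFK enzyme wells and -100% = no-enzyme wells; nearly all actives have a fitted effect of over 60% in size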
#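 Luminescent ADP detection (ADP-Glo, two-step: ATP depletion then ADP-to-ATP conversion for luciferase) reported PFK activity after 45 min room-temperature reaction of 1.25 nM enzyme with 0.5 mM F6P and 0.1 mM ATP at pH 8.0.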
# * = called active by the depositor; i = inactive; ? = inconclusive; . = not tested or not shown; [ ] = remark or other dose. Unless noted, the call rests on the fitted dose curve; in most records, active means well fitted curve in the direction sought with a large enough effect; inconclusive means small, poorly fitted or top-dose-only effect, or another doubt; inactive means no such curve, though single readings can be large; an effect the other way counts as inactive or inconclusive.
SMILES,Mito fusion yeast,AT treatment,PTAP TSG101 blk,TCR activator,a7 integrin act,Eya2 phos inh,TSHR antagonist,S-ASM inh,Chronic BCR inh,ELG1 DNA repair,Tb PFK block
O=c1[nH]c2ccccc2c(O)c1-[n+]1ccccc1,-4.6%,-3.8%,-0.8%,-0.2%,-41.9%,5.2%,-1.6,6.5%,8.4%,10.7%,-1.8%
CCCC1CCC(=NNC(=O)CNc2ccc(OC)cc2)CC1 (stereo not drawn),-8.1%,-5.5%,-3.7%,7.0%[46.1 µM],31.6%,-5.9%,2.9,5.4%,-6.1%,11.9%,-0.3%
COc1cc(C(=O)Nc2ccc3c(c2)CCN3C(C)=O)cc(OC)c1OC,-1.6%,-4.8%,-1.1%,8.0%,-36.1%,0.5%,-2.6,-1.2%,?,?,3.0%
Cc1ccc(-n2ncc3c2CCCC3NC(=O)CSc2ccccn2)cc1C (stereo not drawn),-1.2%,-5.5%,.,2.0%,19.2%,-7.1%,-18.9,3.5%,0.1%,?,-1.7%
COc1nn(CC(=O)N2N=C(C(F)F)CC2(O)C(F)F)cc1[N+](=O)[O-] (stereo not drawn),-4.3%,-1.3%,1.4%,2.4%[46.1 µM],7.2%[7.66 µM],3.4%,-4.0,0.8%,1.1%,12.6%,-2.0%
CCCOc1ccc(/C(O)=C2/C(=O)C(=O)N(CCCn3ccnc3)C2c2ccc(C)o2)cc1 (stereo not drawn),-4.7%,-8.0%,-5.7%,-1.2%,6.6%,2.9%,-7.0,2.4%,1.6%,0.8%,?
S=C(NCc1ccc2c(c1)OCO2)Nc1ccc(-c2nc3ccccc3[nH]2)cc1,-11.1%,1.6%,-0.6%,-5.1%[46.1 µM],14.7%,7.4%,-17.4,-29.2%,?,?,3.1%
Cc1ccc(CNC(=O)CN2CCN(Cc3ccc(C)cc3)C2=O)cc1,-2.3%,.,-11.6%,6.8%,13.0%,30.8%,5.9,1.6%,?,-13.7%,-16.3%
COc1ccc(/C=C/C(=O)Nc2sc3c(c2C(=O)NCc2cccnc2)CCCC3)cc1,-4.5%,-4.1%,-1.3%,-7.0%,-24.7%,-4.9%,-8.7,-0.6%,5.1%,?,-0.6%
COc1ccccc1CNC(=O)Cc1ccc(C)cc1,1.1%,-2.9%,-5.8%,4.7%,38.4%,7.5%,2.5,4.0%,7.1%,18.8%,2.0%
COc1ccc(-c2csc(-c3ccccc3)n2)c(OC)c1,-2.5%,?,-8.1%,4.0%,-3.1%,-5.7%,-11.1,-5.9%,?,?,-14.0%
NNC(=O)c1nc[nH]c1C(=O)Nc1ccccn1,9.6%,-4.0%,0.4%,-2.9%,8.2%,11.9%,-0.5,-0.1%,3.7%,16.0%,2.7%
Clc1ccc(OCCCCCN2CCCC2)c(Br)c1,12.0%,7.1%,-0.5%,-20.3%[46.1 µM],-66.7%[inhibitor],-8.3%,-0.8,-0.8%,?,2.7%,0.1%
COc1ccc(-c2nn(-c3ccccc3)cc2N)cc1,-3.6%,-3.9%,-6.1%,2.6%,?,-6.2%,11.6,19.5%,-26.0%,?,0.2%
Cn1c(N)c(C(=O)COC(=O)CCc2nc3ccccc3s2)c(=O)n(C)c1=O,-3.1%,-0.6%,-2.4%,-2.1%,-3.5%,20.5%,20.7,-3.1%,1.2%,-10.5%,2.4%
CCOC(=O)c1cnc(SCc2nc(N)nc(Nc3ccccc3OC)n2)nc1N,3.3%,2.4%,.,.,.,-0.9%,-4.4,.,-1.2%,-3.9%,-13.6%
O=C(Cc1ccccc1)N[C@@H](Cc1ccccc1)C(=O)O,-0.3%,-4.9%,1.5%,-0.6%,13.4%,9.0%,11.3,1.4%,1.5%,17.4%,-3.1%
COc1ccc(-n2c(C)c(C(C)=O)c(C(C)=O)c2C)cc1,-2.0%,3.0%,-7.1%,6.5%,-14.0%,-12.6%,-1.7,2.1%,2.3%,?,0.9%
COc1cc(/C=C(\C#N)c2ccccn2)ccc1OCc1ccccc1,-0.8%,3.6%,-4.5%,3.9%[46.1 µM],-26.4%,6.0%,-34.1,26.5%,15.1%,?,-9.6%
COc1ccc(NC(=O)c2cccc(S(=O)(=O)N3CCN(c4ccccc4)CC3)c2)c(OC)c1,-1.6%,-4.7%,-4.6%,2.0%,-1.1%,-12.9%,-22.2,5.0%,-1.2%,2.4%,8.1%
NNc1nc2ccc(Cl)cc2s1,6.6%,-4.8%,-0.1%,-0.3%[46.1 µM],-28.5%,3.5%,0.4,.,?,?,0.0%
S=c1[nH]nc(CCSCc2ccccc2)n1-c1ccccc1,3.7%,4.7%,-3.9%,0.7%,3.5%,-29.8%,-14.7,2.2%,-0.9%,-14.4%,-4.6%
COc1ccc(S(=O)(=O)N2CCOCC2)cc1NC(=O)CSc1nnc(C2CC2)n1C1CC1,0.6%,-14.1%,-2.0%,0.0%,-14.6%,3.7%,-1.2,4.5%,-0.7%,-2.7%,-4.4%
c1ccc2c(c1)Sc1ccccc1-n1cnnc1-2,-2.1%,-3.8%,-0.2%,0.9%[46.1 µM],6.5%,-7.6%,6.9,-1.4%,?,3.4%,-3.9%
O=Cc1cn(CC(=O)Nc2ccc(F)cc2)c2ccccc12,0.8%,-1.5%,-2.4%,3.8%,5.3%,-12.4%,-15.1,-0.8%,-4.7%,3.66µM*,-10.4%
# Next part:
SMILES,Mito fusion yeast,AT treatment,PTAP TSG101 blk,TCR activator,a7 integrin act,Eya2 phos inh,TSHR antagonist,S-ASM inh,Chronic BCR inh,ELG1 DNA repair,Tb PFK block
COc1ccccc1C1CN(c2ccc(F)cc2F)N=C1c1cccs1 (stereo not drawn),13.6%,.,-3.2%,-14.5%,?,4.6%,31.2,i,?,-0.3%,-1.5%
Cc1ccc(Cl)cc1NC(=O)CC(O)(C(F)(F)F)C(F)(F)F,-11.8%,9.9%,-4.6%,.,-68.1%[inhibitor],-7.6%,-24.0,-7.1%,-0.3%,-16.9%,8.6%
C/C(=N\Nc1ccc([N+](=O)[O-])cc1[N+](=O)[O-])C(C)(C)C(C(=O)O)C(=O)O,-0.3%,-2.4%,-9.7%,0.3%[46.1 µM],0.2%,0.6%,6.4,-2.0%,15.2%,23.9%,?
O=C(Nc1cc(C(F)(F)F)ccc1Cl)C(Sc1nnc(-c2cccs2)o1)c1ccccc1 (stereo not drawn),8.6%,4.8%,-1.6%,-3.4%[46.1 µM],-8.3%,1.0%,-12.8,-0.8%,?,0.7%,0.0%
CCCN1C(=O)c2cc(C(=O)NC3CCCCCC3)ccc2C1O (stereo not drawn),0.9%,12.4%,-4.2%,0.4%,23.7%,-31.5%,-1.7,-12.8%,0.3%,?,-4.0%
COc1cc(/C=C/C(=O)OC[C@H]2O[C@H](OC3(CO)OC(CO)C(O)C3O)[C@H](O)[C@@H](O)[C@@H]2O)ccc1O (stereo partly drawn),.,0.4%,-2.8%,-5.8%,0.9%,3.6%,11.4,9.1%,1.3%,?,0.7%
Cc1ccccc1CSc1nnc(C)c(=O)[nH]1,3.9%,6.0%,-0.2%,-5.6%,17.9%,-8.0%,-4.1,9.0%,-8.0%,8.5%,-0.1%
CC(C)=C1C2CCC1C1C(=O)N(c3nc(-c4ccc(C(C)C)cc4)c(C)s3)C(=O)C21 (stereo not drawn),-11.6%,1.9%,-4.2%,-3.8%,12.4%,-28.7%,-1.4,-10.1%,12.0%,-13.7%,-6.4%
COc1ccc(Nc2nc(N3CCCCC3)nc(N3CCCCC3)n2)c(OC)c1,-1.6%,7.5%,-3.1%,-14.0%,4.7%,3.7%,.,-0.2%,-2.0%,2.4%,-0.4%
O=c1cc(Cl)c2ccccc2n1-c1ccccc1,-9.2%,4.5%,-8.4%,3.5%,0.0%,11.0%,-2.6,1.1%,-9.6%,1.3%,4.9%
Cc1cc(SCC(=O)NCCC2=CCCCC2)nc2ccccc12,10.5%,?,1.1%,-4.5%[46.1 µM],-11.4%,-5.7%,-6.2,-8.9%,1.2%,?,-2.6%
